SENP8 block-1: SENP8 (human) protease inhibition; Q96LD8; recombinant SENP8, Nedd8 substrate fluorescence; inhibition, % at 20 µM; 0.64% of 360,000 active; AID 602440; in the data active means inhibition mostly above about 40%, no sharp cut-off; inactive means mostly below about 27%
Target sequence (Q96LD8 whole entry, looked up): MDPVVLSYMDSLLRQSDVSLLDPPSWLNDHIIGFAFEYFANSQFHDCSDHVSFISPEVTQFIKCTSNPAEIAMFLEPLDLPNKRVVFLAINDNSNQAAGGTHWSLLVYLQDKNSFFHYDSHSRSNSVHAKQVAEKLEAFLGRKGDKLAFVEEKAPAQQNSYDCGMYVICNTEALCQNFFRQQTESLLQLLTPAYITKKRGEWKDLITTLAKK
PfGluPho inh: PfG6PD (Plasmodium falciparum) enzyme inhibition; 0.78% of 350,000 active; AID 504690; PfGluPho enzyme, NADPH resazurin-diaphorase fluorescence; inhibition, % at 20 µM;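 active means inhibition reaching at least a set limit at 20 µM in the primary screen, cut at about 59% in these data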;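 further: 0% = DMSO wells with substrate and 100% = DMSO wells lacking glucose-6-phosphate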
SENP6 inh: SENP6 protease inhibition; 1.8% of 330,000 active; Q9GZR1; inhibition, % at 10 µM; Recombinant SENP6 catalytic domain, aminoluciferin luminescence;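 active means inhibition above about 50% at the single tested dose, limit read from the data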;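 further: plate controls were DMSO wells with enzyme for no effect and DMSO wells lacking enzyme for full effect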
SENP8 block-2: SENP8 protease inhibition; Q96LD8; purified SENP8, Z-RLRGG-aminoluciferin cleavage, luminescence; inhibition, % at 10 µM; 1.2% of 330,000 active; AID 2540; in the data active means inhibition above about 50%
MIN6 prolif: MIN6 beta-cell proliferation induction | MIN6 cells proliferation, ATPlite luminescence, 48 h; cells starved in 0.2% serum; 100% = growth in 10% serum | proliferation, % at 10 µM | 0.29% of 330,000 active | AID 2380;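 active means compounds whose signal lies at least 3.5 SD above the mean of all wells on their plate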;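 further: 0% = DMSO-treated cells in low-serum medium and 100% = 10% serum control; some compounds called inactive have numbers as strong as hits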
UBC13 polyUb: human UBC13 polyubiquitination inhibition; P61088; UBC13 polyubiquitin chain formation, TR-FRET; inhibition, % at 20 µM; 0.47% of 330,000 active; in the data active means inhibition above about 45%, passing the limit was not always enough
Target sequence (P61088 whole entry, looked up): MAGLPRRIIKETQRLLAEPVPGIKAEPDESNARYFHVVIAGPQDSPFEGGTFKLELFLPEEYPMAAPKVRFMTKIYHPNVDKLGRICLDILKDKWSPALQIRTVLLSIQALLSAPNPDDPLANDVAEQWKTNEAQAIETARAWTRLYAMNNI
HKDC1 inh: inhibitors of human hexokinase HKDC1. inhibition, % at 20 µM. recombinant HKDC1, G6PDH/diaphorase resazurin coupled fluorescence. Q2TB90. 0.16% of 340,000 active;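 active means inhibition above about 35% when tested at 20 µM, limit read from the data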;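 further: plate controls were DMSO wells with enzyme for no effect and DMSO wells lacking enzyme for full effect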
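Assay system – recombinant HKDC1 (HK5) hexokinase enzyme, produced in-house · Input – HKDC1 at 5 µg/mL · Reagent – glucose plus 1 mM ATP as hexokinase substrates · Timing – 90 min reaction incubation at room temperature, dark · Measured by – G6PDH/diaphorase-coupled fluorescence, 1 mM NADP, 100 µM resazurin, 525/613 nm · Benchmarks – DMSO-enzyme wells negative, buffer-substituted wells positive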
SENP7 inh: blocks the human protease SENP7. inhibition, % at 5 µM. 1.5% of 330,000 active. recombinant SENP7, Z-RLRGG-aminoluciferin luminescence, 40 min. AID 434973;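 active means inhibition above about 50% at the single test dose, limit read from the data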;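 further: plate controls were DMSO with enzyme for no effect and no enzyme buffer wells for full effect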
Target sequence (Q9BQF6 706-1050 limits assumed): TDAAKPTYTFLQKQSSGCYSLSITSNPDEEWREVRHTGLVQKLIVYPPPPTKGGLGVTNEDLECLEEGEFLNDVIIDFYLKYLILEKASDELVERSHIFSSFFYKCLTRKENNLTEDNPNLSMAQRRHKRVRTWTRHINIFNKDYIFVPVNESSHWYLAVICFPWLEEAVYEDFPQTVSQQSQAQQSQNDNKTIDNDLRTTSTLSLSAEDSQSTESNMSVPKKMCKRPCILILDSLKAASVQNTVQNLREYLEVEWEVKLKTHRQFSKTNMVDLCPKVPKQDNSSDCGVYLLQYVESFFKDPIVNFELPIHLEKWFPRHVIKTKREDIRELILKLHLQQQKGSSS
SENP1 inh: inhibitors of human SENP1 SUMO protease catalytic domain; recombinant SENP1 catalytic domain, CyPet-SUMO1-YPet FRET cleavage; inhibition, % at 10 µM; 0.21% of 360,000 active; AID 624204;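 active means inhibition at least 30% at 10 µM, raw YFP signal under a set limit, fluorescence ratio 0.5 to 1.5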;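 further: 0% = enzyme with DMSO and 100% = no enzyme wells; some results filed as inactive read as strong as hits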
Target sequence (Q9P0U3 419-644 limits assumed): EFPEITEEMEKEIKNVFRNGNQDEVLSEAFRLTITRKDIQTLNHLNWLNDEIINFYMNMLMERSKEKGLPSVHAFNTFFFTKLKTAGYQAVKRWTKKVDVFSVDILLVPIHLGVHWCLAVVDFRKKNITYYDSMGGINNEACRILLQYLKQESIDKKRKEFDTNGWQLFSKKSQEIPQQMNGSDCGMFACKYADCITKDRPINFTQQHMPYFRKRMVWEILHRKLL
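Test system: human SENP1 catalytic domain; medium: Tris pH 8 buffer plus EDTA, NaCl, BME, BSA, NP40, catalase; incubation: 50 min reaction at room temperature; technique: FRET, CFP and YFP emission; controls: no-enzyme low control and enzyme-plus-DMSO high control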
Numbers without * were called inactive; · = not tested or not shown.

Every second line gives: SENP8 block-1, PfGluPho inh, SENP6 inh, SENP8 block-2, MIN6 prolif, UBC13 polyUb, HKDC1 inh, SENP7 inh, SENP1 inh
- O=C(c1ccccc1)N1CCN(C2c3cccc4cccc(c34)C2NS(=O)(=O)c2ccccc2)CC1 (stereo not drawn)
→ 14, -29, -5, 0, 0, 3, -34, 9, -2
- CCN(CC(=O)Nc1ccc(NC(C)=O)cc1)CC(=O)Nc1cccc(Cl)c1
→ 17, -6, -16, -1, -3, 3, -1, -3, 3
- CC(C)c1onc(C(=O)Nc2cccnc2Cl)c1[N+](=O)[O-]
→ 6, -12, 6, -1, 4, 0, 4, -5, 2
- CN(C(=O)C1CCCCC1)C1(C)CCS(=O)(=O)C1 (stereo not drawn)
→ 5, -1, -10, 1, -3, 3, -2, -9, -1
- CC(Sc1ncn[nH]1)C(=O)NCc1ccccc1 (stereo not drawn)
→ 3, 4, -3, 6, 0, 2, -9, 4, 0
- Cn1c(=O)n(C)c2cc([N+](=O)[O-])c(N3CCN(C(=O)c4cccc(Cl)c4)CC3)cc21
→ 23, 9, 8, -12, 0, -33, 13, 3, 3
- O=S(=O)(/N=C(\Sc1ccc(Cl)cc1)c1ccccc1)c1ccccc1
→ -1, 33, 4, -3, -6, 10, -5, -4, 3
- O=S(=O)(NCC1CCCN(Cc2ccccc2O)C1)c1cccc2cccnc12 (stereo not drawn)
→ 7, -1, -9, 6, 3, -11, -8, -4, -2
- CC(=O)Nc1ccc(NC(=O)c2ccc(COc3ccccc3)cc2)cc1
→ -10, -8, 9, -5, -2, -27, -10, 10, 1
- CCn1nc(C)c(NS(=O)(=O)c2ccc(C)cc2)c1C
→ 14, -13, 1, 7, -2, 1, -12, 2, 2
- COc1cccc(Nc2c(F)c(F)c(F)c(F)c2C(=O)O)c1
→ 16, -6, -1, 3, -3, -5, -6, 5, 0
- CCOc1ccc(/C(C)=N\NC(=O)Cc2ccccc2)cc1
→ 29, -6, 96*, 7, -1, -5, -8, -5, -1
- O=C(Nc1ccn(Cc2ccc(F)cc2)n1)c1ccncc1
→ 20, -13, -19, -5, -3, 2, -7, -1, 1
- CCOC(=O)c1cnc(SC)nc1Sc1cc(Cl)ccc1Cl
→ -10, 5, -2, 5, -4, 4, 8, 1, 0
- COc1ccccc1NC(=O)c1coc(=O)c(Br)c1
→ -426, -11, -4, -8, -3, 5, 9, -3, -77
- Cc1ccc(N2C(=O)C(O)(C(F)(F)F)C3=C2CC(C)(C)CC3=O)cc1 (stereo not drawn)
→ 8, -24, -3, -1, 0, 3, 5, -3, 2
- CC(=O)Nc1ccc(C(=O)Nc2ccncc2)cc1
→ 20, -4, -6, -9, -2, 8, -5, -2, -1
- CCC(Sc1nc2cc3c(cc2c(=O)n1Cc1ccco1)OCO3)C(=O)Nc1cccc(OC)c1 (stereo not drawn)
→ 15, 3, -24, 1, -4, -7, 3, 11, 0
- Cn1nc(-c2ccccc2)cc1NC(=O)c1ccccc1
→ 11, 3, -20, -7, -4, 5, 3, -7, 3
- CC(C)C(=O)Nc1cccc(COc2cccc(CN(Cc3ccccc3)C(=O)OC(C)(C)C)c2)c1
→ -2, 4, ·, ·, ·, ·, 4, ·, 0
- O=C(CNC(=O)c1ccco1)NNC(=O)c1cccc(Cl)c1
→ 15, -26, -11, -7, -1, 7, 2, 1, 2
- O=C(Nc1ccc(F)c(Cl)c1)N1CCCCCC1
→ 9, 2, -10, -5, 0, -1, 0, 6, -1
- O=C(NC1CCCCC1)C(c1ccc2ncccc2c1)N(Cc1ccc2c(c1)OCO2)C(=O)c1ccc2c(c1)OCCO2 (stereo not drawn)
→ 13, 6, 26, -4, 0, 2, -10, -1, 2
- CCN(CC)c1ccc(/C=N/NC(=O)c2cnccn2)cc1
→ 26, -9, -13, -13, -1, -9, -3, -7, 5
- CNC(=O)Cn1ncc2c3ccccc3n(C)c2c1=O
→ -113, 9, 5, 4, -2, 7, -1, 3, -1
- CSc1ccccc1C(=O)NCC1CCCO1 (stereo not drawn)
→ 4, 0, -11, 3, -2, 10, -3, 6, 3
- CCOC(=O)c1cc(-c2ccccc2)nn1CC1CC(c2ccc(Cl)cc2)=NO1 (stereo not drawn)
→ 9, 2, 0, -3, -6, 17, 0, -3, 2
- CC1CCc2ccccc2N1C(=O)c1cccs1 (stereo not drawn)
→ 14, 23, 13, -7, 0, 3, -1, 7, 2
- CCCCCCCCCCCCN1[C@@H](CC(=O)OC)c2cc(F)ccc2S1(=O)=O
→ 13, 23, -13, -13, -8, -8, 3, 16, 2
- COc1ccc(NC(=O)CCn2c(=S)[nH]c3ccccc3c2=O)cc1
→ 15, -12, -19, 0, -1, 1, -3, -13, 3
- CCn1c(=N)n(CC(=O)c2ccc(Br)s2)c2ccccc21
→ 14, 22, -6, -4, -5, -12, -5, -4, -1
- Cc1cc(/C=C2\NC(=O)NC2=O)c(C)n1-c1cccnc1
→ -78, 1, -50, 0, -1, -3, 0, 9, -4
- Cc1cc[n+](CC(=O)c2ccccc2)c2ccccc12
→ -11, 1, 11, 4, 1, 11, -9, 7, 6
- Cc1ccc(S(=O)(=O)N(C)/N=C/c2ccc(C(=O)O)cc2)cc1
→ 10, -19, -4, -2, -2, -11, -3, 1, 0
- C=CCOc1ccccc1CNc1cccc(F)c1
→ -9, -2, -34, -15, -3, -2, 2, -8, 2
- O=C(Cc1ccc(Cl)cc1)N/N=C/c1ccncc1
→ 12, 3, 12, 4, -1, 8, -4, 1, 3
- COc1cc(/C=N/O)cc(Br)c1OC
→ 10, 7, 2, -5, 0, -18, -3, 1, 1
- O=C(Cc1c(F)cccc1Cl)NNC(=S)Nc1ccc(S(=O)(=O)Nc2ncccn2)cc1
→ 5, -43, 2, -2, -1, -1, 3, -1, 3
- Cc1cccc(Cn2cc3c(=O)n(Cc4cccc(F)c4)nc-3c3ccccc32)c1
→ 18, -12, -1, -4, 0, -8, -3, -10, 7
- COc1ccc(C2SCCN2S(=O)(=O)c2ccc(NC(C)=O)cc2)cc1OC (stereo not drawn)
→ 4, -8, -9, 1, 2, 5, 2, 6, -2
- CC(=O)c1cccc(Nc2nc(-c3sc(N)nc3C)cs2)c1
→ -3, 18, 13, 7, -2, -8, -12, -2, 0
- COc1ccc(C2SCC(=O)N2c2nnc(C34CC5CC(CC(C5)C3)C4)s2)cc1 (stereo not drawn)
→ 8, 12, -15, -13, -5, -17, 16, -4, 2
- Cn1c(SCc2ccccc2)nnc1C1CCCNC1 (stereo not drawn)
→ 3, 22, -8, -7, 1, 3, 6, -3, 0
- CSc1oc(-c2ccccc2)nc1S(=O)(=O)c1ccc(C)cc1
→ -2, -12, -4, -12, -2, -7, 3, -2, -1
- O=C(NCCc1ccccc1)NC(Cc1ccccc1)C(=O)O (stereo not drawn)
→ 16, -8, -32, -1, 1, -1, -2, 8, 0
- O=C(/C=C/c1ccc([N+](=O)[O-])cc1)NC1CC2CCC1C2 (stereo not drawn)
→ 12, 31, 15, -1, -1, -3, 6, 3, 3
- COc1ccc(/C=C2\SC(=S)N(CCCC(=O)Nc3ccc(O)cc3)C2=O)cc1
→ 39, 7, 6, -8, -6, -13, 3, -15, -15
- O=C(Nc1c(S(=O)(=O)c2ccc(Cl)cc2)csc1Br)c1ccccc1Cl
→ 29, 7, -11, -11, 0, 2, 0, 13, -3
- COc1ccc(N(C(=O)c2ccco2)C(C(=O)NC2CCCC2)c2cccs2)c(OC)c1 (stereo not drawn)
→ 7, 20, -12, 5, -2, 5, 4, -2, 3
- Fc1ccc(NC(=S)Nc2cccnc2)cc1Cl
→ -6, 0, -10, -10, -2, -2, -1, -6, 1
- Cc1ccc(S(=O)(=O)N2CCOCC2)cc1C(=O)NCCCn1ccnc1
→ 1, -13, 1, -7, 1, 2, 0, 2, 0
- CCc1ccccc1NC(=O)CNC(=O)c1cc(C2CC2)nc2c1cnn2C(C)C
→ -402, -6, 5, -2, 0, 17, -2, -2, 0
- O=c1sc(N2CCN(c3ccccc3F)CC2)nc2ccsc12
→ -61, 27, -10, 0, -1, 4, 1, -4, -22
- O=C(CC1C(=O)NCCN1Cc1cccc(F)c1F)NCCCC1CCCC1 (stereo not drawn)
→ -79, -6, 1, 5, -1, 3, -5, -2, -9
- CCCN(CCC)C(=O)c1cn(C)c2ccc(S(=O)(=O)N3CCCC3)cc2c1=O
→ 8, 0, -4, -11, 1, -5, -4, -13, 2
- CCOC(=O)N1CCC(NC(=O)Cn2nc(Cc3ccncc3)c3ccccc3c2=O)CC1
→ 20, -3, -24, 5, 0, -2, -8, 7, 0
- O=C(CCN1CCN(c2ccc([N+](=O)[O-])cc2)CC1)c1ccc(Cl)cc1
→ 26, 20, -1, 3, -6, 2, -6, 1, -8
- Cc1nn(-c2ccccc2)c(C)c1C(=O)OCC(=O)NCc1ccco1
→ 25, -4, 5, 6, 0, 1, -2, 4, -2
- CCc1nnc(NC(=O)c2cccc(S(=O)(=O)N3CCc4ccccc43)c2)s1
→ 6, -51, -28, -5, -1, 1, -9, -3, -1

A portion from further up:
Every second line gives: SENP8 block-1, PfGluPho inh, SENP6 inh, SENP8 block-2, MIN6 prolif, UBC13 polyUb, HKDC1 inh, SENP7 inh, SENP1 inh
- O=C(/C=C/c1ccc([N+](=O)[O-])cc1)NC1CC2CCC1C2 (stereo not drawn)
→ 12, 31, 15, -1, -1, -3, 6, 3, 3
- COc1ccc(/C=C2\SC(=S)N(CCCC(=O)Nc3ccc(O)cc3)C2=O)cc1
→ 39, 7, 6, -8, -6, -13, 3, -15, -15
- O=C(Nc1c(S(=O)(=O)c2ccc(Cl)cc2)csc1Br)c1ccccc1Cl
→ 29, 7, -11, -11, 0, 2, 0, 13, -3
- COc1ccc(N(C(=O)c2ccco2)C(C(=O)NC2CCCC2)c2cccs2)c(OC)c1 (stereo not drawn)
→ 7, 20, -12, 5, -2, 5, 4, -2, 3
- Fc1ccc(NC(=S)Nc2cccnc2)cc1Cl
→ -6, 0, -10, -10, -2, -2, -1, -6, 1
- Cc1ccc(S(=O)(=O)N2CCOCC2)cc1C(=O)NCCCn1ccnc1
→ 1, -13, 1, -7, 1, 2, 0, 2, 0
- CCc1ccccc1NC(=O)CNC(=O)c1cc(C2CC2)nc2c1cnn2C(C)C
→ -402, -6, 5, -2, 0, 17, -2, -2, 0
- O=c1sc(N2CCN(c3ccccc3F)CC2)nc2ccsc12
→ -61, 27, -10, 0, -1, 4, 1, -4, -22
- O=C(CC1C(=O)NCCN1Cc1cccc(F)c1F)NCCCC1CCCC1 (stereo not drawn)
→ -79, -6, 1, 5, -1, 3, -5, -2, -9
- CCCN(CCC)C(=O)c1cn(C)c2ccc(S(=O)(=O)N3CCCC3)cc2c1=O
→ 8, 0, -4, -11, 1, -5, -4, -13, 2

Outcome played no part in choosing rows; overall some 4% were active at least once.
